Hsp70 act: transcriptional activators of Hsp70; HeLa Hsp70 promoter luciferase reporter, luminescence; scaled: vehicle 0, proteasome-inhibitor control 100%; activation, % at 10 µM; 200,000 tested, 0.04% active;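 active = activation above the mean across all tested compounds plus 3 SD, cutoff set per campaign, cut at about 5.5% in these data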;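 note: 100% = MG132 at 30 µM as the positive control and 0% = DMSO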
Diaphorase inh: counter-screen for diaphorase-based assays: diaphorase inhibitors and chemical oxidizers | diaphorase resazurin-to-resorufin fluorescence, NADH, 16 min; bacterial (C. kluyveri) enzyme, not human | AID 1217 | 190,000 tested, 0.69% active | inhibition, % at 20 µM;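 active = primary screen inhibition at 20 µM above a set limit, cut at about 50% in these data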;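 note: plate controls were DMSO with full reaction for no effect and wells lacking NADH for full effect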
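material = Clostridium kluyveri diaphorase enzyme | amount = 0.14 U/mL diaphorase, enzyme working solution | schedule = incubation 16 min, room temperature | detection = fluorescence of resorufin formed from resazurin, Ex 544/Em 590 nm | benchmarks = positive control minus NADH, DMSO neutral control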
TLR4-MyD88 BLA: inhibitors of human TLR4-MyD88 binding | O00206+Q99836 | HeLa CL3-4 TLR4/MyD88 BLA complementation, FRET ratio | inhibition, % at 8.4 µM | 200,000 tested, 0.18% active | AID 861; in the data active = inhibition above about 25%;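 note: 0% = vehicle and 100% = reference inhibitor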
Target sequence (O00206 whole entry, looked up): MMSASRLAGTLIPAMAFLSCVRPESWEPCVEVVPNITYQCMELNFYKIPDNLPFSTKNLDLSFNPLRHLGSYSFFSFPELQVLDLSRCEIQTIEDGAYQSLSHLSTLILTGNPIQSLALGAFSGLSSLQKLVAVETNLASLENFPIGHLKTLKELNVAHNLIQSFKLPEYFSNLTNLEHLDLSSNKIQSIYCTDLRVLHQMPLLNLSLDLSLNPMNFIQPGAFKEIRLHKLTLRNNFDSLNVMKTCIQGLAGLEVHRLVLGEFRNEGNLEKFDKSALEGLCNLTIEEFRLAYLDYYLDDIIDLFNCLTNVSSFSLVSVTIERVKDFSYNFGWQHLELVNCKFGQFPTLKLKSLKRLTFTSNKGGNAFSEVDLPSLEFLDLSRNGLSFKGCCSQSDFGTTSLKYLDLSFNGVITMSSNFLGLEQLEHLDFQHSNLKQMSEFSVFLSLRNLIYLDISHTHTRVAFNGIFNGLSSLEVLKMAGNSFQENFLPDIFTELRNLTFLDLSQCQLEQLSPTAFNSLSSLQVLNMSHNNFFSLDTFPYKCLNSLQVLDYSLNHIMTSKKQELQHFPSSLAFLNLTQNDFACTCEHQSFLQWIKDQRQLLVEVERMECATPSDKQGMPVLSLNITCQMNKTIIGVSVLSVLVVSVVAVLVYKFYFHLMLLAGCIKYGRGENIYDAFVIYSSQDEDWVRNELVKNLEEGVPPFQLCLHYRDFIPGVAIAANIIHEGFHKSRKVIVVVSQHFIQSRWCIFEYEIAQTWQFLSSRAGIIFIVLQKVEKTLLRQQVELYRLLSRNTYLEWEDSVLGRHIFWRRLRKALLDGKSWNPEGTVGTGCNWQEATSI
Target sequence (Q99836 whole entry, looked up): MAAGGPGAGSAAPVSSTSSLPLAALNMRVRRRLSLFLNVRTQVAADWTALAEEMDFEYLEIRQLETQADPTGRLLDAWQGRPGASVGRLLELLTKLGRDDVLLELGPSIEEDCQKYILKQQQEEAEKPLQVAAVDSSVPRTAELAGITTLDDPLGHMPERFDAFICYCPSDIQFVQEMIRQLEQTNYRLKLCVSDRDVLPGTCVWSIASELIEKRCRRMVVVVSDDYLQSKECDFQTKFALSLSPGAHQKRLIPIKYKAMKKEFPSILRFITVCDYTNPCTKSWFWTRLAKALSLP
APP transl inh: APP translation inhibition; SH-SY5Y APP 5'UTR-luciferase reporter, luminescence; inhibition, % at 2 µM; 190,000 tested, 0.82% active;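 active = inhibition above a set limit, derived from the sample mean plus 3 SD, cut at about 45% in these data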; note: values of inactives mirror those of a sister screen read the other way
STAT3 activator: increases IL-6 driven STAT3 reporter signal | U3A cells, IL-6 STAT3-luciferase reporter, luminescence; 100% = signal with IL-6 EC80 alone | activation (% of control), % at 5.6 µM | 190,000 tested, 0.91% active | AID 871;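 active = activation above the screen-wide mean of compound activation plus 3 SD, cut at about 130% in these data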;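 note: 0% = background luminescence of wells with medium and substrate only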
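Detection: reporter luminescence signal / Assay system: STAT1-lacking human U3A cells, STAT3 luciferase reporter / Incubation: compound pre-incubation 1 h before IL-6, then 6 h stimulation at 37 °C / Control set: IL-6-only high control / Read-out: % activation relative to IL-6 control / Probe or stimulus: Interleukin-6, 33 ng/mL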
STAT1 blocker: reduces IFN-gamma driven STAT1 reporter signal. NIH 3T3 STAT1-luciferase reporter, luminescence. inhibition, % at 5.5 µM. 200,000 tested, 0.35% active. AID 920;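 active = inhibition above a set limit, the mean inhibition across all tested compounds plus 3 SD, cut at about 34% in these data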;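 note: 0% = IFN-gamma with DMSO and 100% = IFN-gamma with 300 µM nifuroxazide; values of inactives mirror those of a sister screen read the other way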
STAT1 act: increases IFN-gamma driven STAT1 reporter signal. NIH 3T3 STAT1-luciferase reporter, luminescence; 100% = IFN-gamma alone, no compound. activation (% of control), % at 5.5 µM. 200,000 tested, 2.6% active;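 active = activation above the screen-wide mean activation plus 3 SD, cut at about 130% in these data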;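 note: raw ratio to IFN-gamma control signal so 100% means no change and 0% no light; values of inactives mirror those of a sister screen read the other way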
Diaphorase act: counter-screen for diaphorase-based assays: diaphorase activators and chemical reducers; Diaphorase/resazurin coupled assay, resorufin fluorescence, 16 min; stronger effect = higher value; 1 = vehicle wells, 0 = NADH-free wells; activation factor at 20 µM; 190,000 tested, 0.005% active;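 active = diaphorase activity raised at least twofold by the compound at 20 µM; inactive = activation factor below 2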
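Material: bacterial diaphorase enzyme (C. kluyveri); amount: enzyme 0.07 U/mL final; reagent: NADH substrate 0.114 mM plus resazurin dye 0.1 mM, final; doses: single compound dose of 20 µM, 1% DMSO final; timing: 16 min enzyme reaction, ambient temperature; measured by: fluorescence of resorufin, 544 nm excitation, 590 nm emission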
STAT3 inh: inhibitors of IL-6 induced STAT3 signaling. U3A cells, IL-6 STAT3-luciferase reporter, luminescence; host cell line lacks STAT1. inhibition, % at 5.5 µM. 190,000 tested, 0.89% active. AID 862;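 active = inhibition above the mean inhibition across all screened compounds plus 3 SD, cut at about 44% in these data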;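 note: 0% = DMSO only wells and 100% = 100 µM nifuroxazide control wells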
G6PDH counter: counter-screen for G6PDH assay hits: L. mesenteroides G6PDH inhibition; inhibition, % at 5 µM; Purified L. mesenteroides G6PDH, diaphorase/resazurin coupled fluorescence, 45 min; 200,000 tested, 0.12% active; AID 1020; in the data active = inhibition above about 50%
The depositor's hits bear a star.

SMILES	Hsp70 act	Diaphorase inh	TLR4-MyD88 BLA	APP transl inh	STAT3 activator	STAT1 blocker	STAT1 act	Diaphorase act	STAT3 inh	G6PDH counter
O=C(NCC1COc2ccccc2O1)C1CCCN(S(=O)(=O)c2cccc3nsnc23)C1 (centres undefined)	-0.5	27	-9	8	89	10	91	0.7	20	6
COc1cccc(N/C=C/c2onc(C)c2[N+](=O)[O-])c1	-0.2	3	-14	-146	95	-47	144*	1	15	1
COc1cc(C(c2nnnn2C(C)(C)C)N2CCN(C)CC2)cc(OC)c1OC (centres undefined)	0.0	5	4	-9	104	0	100	1	6	10
Cc1[nH]c2ccccc2c1/C=N/NC(=S)NCc1ccccc1	-0.2	11	3	7	86	5	94	0.9	22	-3
CCCc1cc(C(=O)Nc2ccccc2SC)no1	-0.2	12	1	-99	90	0	101	0.9	12	35
COc1cc(CNCCNCC(C)O)ccc1OCc1ccc(Cl)nc1 (centres undefined)	-0.4	-7	-1	-1	88	14	88	1.1	17	5
O=C(CCSc1ccccc1)NCC1CCCO1 (centres undefined)	0.0	0	16	2	102	2	98	1	1	7
COc1cc(-c2nnc(SCC3(c4ccccc4)OCCO3)o2)cc(OC)c1OC	1.5	9	2	-3	93	9	92	0.9	14	4
CCCCc1c(C)nc2c(OC)cccc2c1SCCC(=O)O	-0.3	-5	-15	-17	102	-3	105	1	-6	5
Cc1ccc(N(CC(=O)Nc2ccccc2C(=O)N2CCOCC2)S(C)(=O)=O)cc1	0.0	0	-2	12	109	2	99	1	-7	7
CC(C)N1CCN(Cc2coc3ccccc3c2=O)CC1CCO (centres undefined)	-0.1	0	-2	6	108	-3	101	1	-8	15
CN(C)/C=C1\NC(=S)N(c2ccccc2)C1=O	-0.3	18	0	-3	96	1	98	0.8	10	11
C=CCn1c(CCC(=O)O)ccc1-c1ccccc1	-0.3	16	-5	-6	102	-1	100	0.8	1	1
COc1ccc(-c2nc(-n3c(C)c(C(C)=O)c(C(C)=O)c3C)sc2C)cc1OC	-0.4	3	-7	5	94	10	95	1	7	0
Cc1cc(NC(=O)CCC(=O)N(C2CC2)C2(C(=O)NC3CCCC3)CCC(C)CC2)no1 (centres undefined)	0.7	12	2	-21	104	0	100	0.9	1	4
CC(C)(C)OC(=O)NCCc1nnc(SCC(=O)c2ccc(Cl)cc2)o1	-0.2	-3	10	4	98	-4	104	1	5	11
N#Cc1cccc(C(c2nnnn2C2CCCC2)N2CCCCCC2)c1 (centres undefined)	-0.4	3	3	-13	104	0	100	1	-2	10
COC(=O)CNS(=O)(=O)c1ccc(Cc2ccc(S(=O)(=O)NCC(=O)OC)cc2)cc1	0.0	4	-5	1	97	12	89	1	7	8
CCCOC(=O)C1=C(C)NC2=C(C(=O)CCC2)C1c1ccc(N(C)C)cc1 (centres undefined)	0.6	19	5	-14	93	9	91	0.8	11	2
C=CCC(NCc1ccccc1)c1ccccc1 (centres undefined)	0.0	1	-20	-1	110	8	93	1	-12	1
O=C(CS(=O)(=O)c1cn(Cc2ccc(Cl)cc2)c2ccccc12)N1CCCC1	-0.4	5	12	8	94	5	96	0.9	12	2
COc1ccc(NC(=O)C(NC(C)=O)C(=O)NCc2ccccc2OC)cc1 (centres undefined)	-0.3	12	9	9	110	6	95	0.9	-1	-5
COc1ccccc1CNC(=O)c1cccc2c1C(=O)N(Cc1cccnc1)C2	-0.1	2	7	0	93	2	98	1	19	12
CCOC(=O)c1ccc(NC(=O)N2CCc3ccccc32)cc1	-0.3	15	5	-205	94	-27	125	0.8	10	-22
COc1cc(NC(=O)CN2CCN(c3ccccc3)CC2)c(C)cc1[N+](=O)[O-]	-0.2	17	-2	15	94	16	86	0.8	7	1

Reprinted from the part before: five entries, followed by the next part.
SMILES	Hsp70 act	Diaphorase inh	TLR4-MyD88 BLA	APP transl inh	STAT3 activator	STAT1 blocker	STAT1 act	Diaphorase act	STAT3 inh	G6PDH counter
O=C(CS(=O)(=O)c1cn(Cc2ccc(Cl)cc2)c2ccccc12)N1CCCC1	-0.4	5	12	8	94	5	96	0.9	12	2
COc1ccc(NC(=O)C(NC(C)=O)C(=O)NCc2ccccc2OC)cc1 (centres undefined)	-0.3	12	9	9	110	6	95	0.9	-1	-5
COc1ccccc1CNC(=O)c1cccc2c1C(=O)N(Cc1cccnc1)C2	-0.1	2	7	0	93	2	98	1	19	12
CCOC(=O)c1ccc(NC(=O)N2CCc3ccccc32)cc1	-0.3	15	5	-205	94	-27	125	0.8	10	-22
COc1cc(NC(=O)CN2CCN(c3ccccc3)CC2)c(C)cc1[N+](=O)[O-]	-0.2	17	-2	15	94	16	86	0.8	7	1
Cc1nc(NCC2CCCO2)c2oc3ccccc3c2n1 (centres undefined)	-0.3	5	-7	-1	91	7	94	1	18	-2
COc1cccc(-c2csc(N3CCN(C(=S)Nc4ccccc4OC)CC3)n2)c1	-0.4	22	8	-1	100	-1	101	0.8	5	3
Cc1ccc(SCC(=O)N2CCC(C(N)=O)CC2)cc1	0.1	3	1	-9	94	-5	104	1	18	4
CCc1cccc(NC(=O)c2ccc(Cn3c(=O)[nH]c4ccsc4c3=O)cc2)c1	-0.3	-11	3	-3	108	-3	102	1.1	-10	16
COc1cccc(-c2nc(CS(=O)CC(=O)NCCCOC(C)C)c(C)o2)c1 (centres undefined)	-0.5	14	-3	10	102	-4	104	0.9	0	-11
CCOc1ccccc1OCCCC(=O)NC1=NCCS1	-0.2	10	5	-8	103	-9	108	0.9	1	6
O=c1[nH]c2cc3c(cc2cc1C(c1nnnn1Cc1ccccc1)N1CCCCCC1)OCCO3 (centres undefined)	-0.5	28	-1	5	104	9	92	0.7	3	6
COc1ccc(NCC(=O)N/N=C/C(C)c2ccccc2)cc1 (centres undefined)	0.1	15	-4	15	94	-3	102	0.9	12	-3
Cc1ccc(NC(=O)CSc2nnc(C)n2-c2ccccc2)cc1	-0.1	10	-11	0	98	9	99	0.9	4	0
COC(=O)c1cc(NC(=O)c2cccc(Cl)c2)c(=O)oc1/C=C/Nc1cc(C)cc(C)c1	-0.5	11	2	-1	96	3	98	0.9	5	-8
Cc1cccc(N(C(=O)c2nsc(Cl)c2Cl)C(C(=O)NC2CCCC2)c2ccc(O)cc2)c1 (centres undefined)	-0.1	17	-2	-11	102	7	93	0.8	-3	-8
CC(Sc1nc(-c2ccc(F)cc2)cs1)C(=O)N1c2ccccc2CC1C (centres undefined)	-0.3	24	-5	-9	108	19	83	0.8	-7	-30
Cc1nc2ccc(NS(=O)(=O)c3ccc4c(c3)OCCO4)cc2s1	-0.2	13	4	-11	41	24	78	0.9	71*	3
O=C(COC(=O)Cc1ccsc1)NCC1CCCCC1	-0.5	4	3	8	101	-10	109	1	-1	0
CN(NS(=O)(=O)c1ccc(Cl)cc1)c1nc(C(F)(F)F)nc2ccccc12	-0.6	8	-3	-11	92	16	84	0.9	13	-5
CCOC(=O)N1CCc2c(sc(NC(=O)c3ccc(S(=O)(=O)N4CCCC4)cc3)c2C#N)C1	-0.3	10	6	36	96	11	90	0.9	5	3
Cc1[nH]c2ccc3c(ncn3CCC#N)c2c1C	-0.1	13	11	-2	101	3	98	0.9	2	-7
c1ccc(OCCCn2nnc(-c3ccc(N4CCOCC4)cc3)n2)cc1	-0.2	11	-2	-5	93	-6	105	0.9	9	0
COC(=O)c1ccc(NC(=O)C2CCCCC2C(=O)O)cc1 (centres undefined)	0.0	4	5	-8	95	-3	107	1	14	0
O=C1CC(NCc2ccc3c(c2)OCO3)C(=O)N1Cc1ccc2c(c1)OCO2 (centres undefined)	-0.3	14	-2	-11	103	8	92	0.9	0	8
COc1ccc(S(=O)(=O)NCC(=O)N(CC(=O)NCC2CCCO2)c2c(C)cccc2C)cc1 (centres undefined)	-0.2	10	3	4	100	0	100	0.9	2	0
COC(=O)c1cc(CNC(=O)c2cccc(Cl)c2)ccc1OC	-0.4	18	1	-6	94	6	95	0.8	7	-7
CCOc1ccc(NC(=O)CN(C)CC(=O)Nc2ccc(Br)cc2F)cc1OCC	-0.4	4	9	-4	117	1	96	1	-15	-2
CCN1CCN(C(=O)c2ccc(C(F)(F)F)cc2)CC1	0.1	10	8	-15	99	5	96	0.9	7	-1
COc1cccc2c(=O)c3cccc(N)c3[nH]c12	-0.2	86*	4	-2	93	2	98	0.1	10	28

Continuation:
SMILES	Hsp70 act	Diaphorase inh	TLR4-MyD88 BLA	APP transl inh	STAT3 activator	STAT1 blocker	STAT1 act	Diaphorase act	STAT3 inh	G6PDH counter
CC1(C)CC(=O)C(C2NCCc3ccccc32)=C(O)C1 (centres undefined)	0.0	17	-3	-2	102	0	100	0.8	2	0
COc1cc(NC(=S)NCC2CCCO2)c(OC)cc1Cl (centres undefined)	-0.1	10	4	-30	98	3	97	0.9	10	6
Cc1ccc(OCC(=O)NNC(=O)c2cc(C)[nH]n2)cc1	-0.4	8	-4	-7	102	-6	105	0.9	0	13
O=C(CN1C(=O)C2CC=CCC2C1=O)NCc1ccc2c(c1)OCO2 (centres undefined)	-0.1	-6	-15	-6	95	1	99	1.1	9	5
COc1cccc(Nc2nnc(SCC(=O)Nc3sccc3C(N)=O)s2)c1	-0.1	31	-12	-18	86	8	92	0.7	20	8
CC(OC(=O)c1ccc(NS(=O)(=O)c2ccc3[nH]c(=O)[nH]c3c2)cc1)C(=O)Nc1ccc(Cl)cc1 (centres undefined)	-0.6	16	0	0	101	-2	99	0.8	3	-6
Cc1ccnc(NS(=O)(=O)c2ccc(NC(=O)C3C4C=CC(C4)C3C(=O)O)cc2)n1 (centres undefined)	-0.3	-4	-5	4	107	-2	101	1	4	5
O=C(NNC(=O)c1cccs1)Nc1cccc(Cl)c1	-0.3	-10	8	10	102	9	92	1.1	-1	5
CCC/C(=N\NC(=O)CCC(=O)NCc1ccccc1)c1ccccc1	0.1	32	5	-3	95	3	94	0.7	10	1
O=C(c1ccc(O)cc1)c1ccc(Cl)cc1	-0.3	16	-8	-7	101	-2	102	0.8	2	0
Cc1c(NC(=O)C(C)OC(=O)/C=C/c2ccc3c(c2)OCO3)c(=O)n(-c2ccccc2)n1C (centres undefined)	-0.2	10	3	8	101	-13	111	0.9	1	5
CCc1ccc(NC(=O)C(=O)NCCOc2ccccc2Cl)cc1	0.1	-7	-12	-20	104	-2	100	1.1	2	9
CN/C(=C/[N+](=O)[O-])NCCSCc1ccc(CN(C)C)o1	-0.3	-15	4	-2	101	-1	101	1.2	1	11
CCCCC[C@H](O)/C=C/[C@@H]1[C@@H](C/C=C\CCCC(=O)OC)[C@@H](O)C[C@H]1O	0.0	10	3	-27	95	6	94	0.9	8	-3

Outcome played no part in choosing rows; about 6.1% have a hit in one of these screens.
